Screening results deposited in PubChem by several laboratories.
CDK5 inh = CDK5/p35 (human) kinase inhibition. Q00535+Q15078. Recombinant CDK5/p35, ADP-Glo luminescence, 60 min. inhibition, % at 10 µM. 0.01% of 330,000 active;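 active = highest replicate inhibition of at least 50% and at least 75% of replicates reaching 50%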;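 note: plate controls were DMSO neutral control for no effect and GW8510 at 10 µM for full effect; many of its hits are not listed in these tables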
Target sequence (Q00535 whole entry, looked up): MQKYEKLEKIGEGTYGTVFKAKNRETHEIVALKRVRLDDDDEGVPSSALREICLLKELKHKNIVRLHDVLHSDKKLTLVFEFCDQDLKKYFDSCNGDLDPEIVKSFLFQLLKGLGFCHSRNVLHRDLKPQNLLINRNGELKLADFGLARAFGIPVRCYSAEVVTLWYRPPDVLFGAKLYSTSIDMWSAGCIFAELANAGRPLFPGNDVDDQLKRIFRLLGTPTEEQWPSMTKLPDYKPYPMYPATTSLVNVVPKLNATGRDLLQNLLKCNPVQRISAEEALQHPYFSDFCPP
Target sequence (Q15078 whole entry, looked up): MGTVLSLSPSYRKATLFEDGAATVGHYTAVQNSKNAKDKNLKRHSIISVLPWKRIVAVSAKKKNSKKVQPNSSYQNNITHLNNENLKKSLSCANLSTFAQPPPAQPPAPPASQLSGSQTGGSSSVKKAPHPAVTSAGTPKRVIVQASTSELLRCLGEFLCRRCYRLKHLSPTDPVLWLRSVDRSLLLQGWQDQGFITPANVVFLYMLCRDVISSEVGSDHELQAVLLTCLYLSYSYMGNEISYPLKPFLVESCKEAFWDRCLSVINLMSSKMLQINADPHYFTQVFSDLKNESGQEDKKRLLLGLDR
MITF act = increases MITF-driven TRPM1 promoter luciferase signal; SK-MEL-5 TRPM1-promoter luciferase, 24 h; % of positive control, neutral wells = 0; activation, % at 12.5 µM; 0.75% of 300,000 active;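 active = mean activation of at least 80% with every replicate also reaching 80%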;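 note: 0% = neutral control wells and 100% = parthenolide positive control wells; values of inactives mirror those of a sister screen read the other way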
CAL PDZ FP-1 = blocks peptide binding to the human CAL PDZ domain; purified CAL PDZ, TMR-peptide fluorescence polarization, 1 h; AID 602252; 0.92% of 300,000 active; inhibition, % at 24.9 µM; Q9HD26;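 active = mean inhibition of at least 30% with at least half of replicates also reaching 30%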;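 note: 0% = DMSO neutral control and 100% = excess unlabeled competitor peptide PRC23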
Tat transport = inhibitors of E. coli Tat protein transport. 0.036% of 340,000 active. AID 488895. inhibition, % at 10 µM. E. coli MC4100 TorA-mCherry Tat export, fluorescence;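 active = mean replicate inhibition at least 50% and at least half of replicates individually reaching 50%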;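 note: exported cargo escapes ClpAP degradation while cytoplasmic cargo is degraded and loses fluorescence; 0% = median of neutral control wells and 100% = median of NaSCN control wells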
CAL PDZ FP-2 = human CAL PDZ-peptide interaction inhibition; purified CAL PDZ, TMR-peptide fluorescence polarization, 1 h; inhibition, % at 20 µM; 0.02% of 330,000 active; AID 504414;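 active = highest replicate inhibition of at least 40%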;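 note: plate controls were DMSO neutral control wells for no effect and unlabeled competitor peptide control wells for full effect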
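System: tagged CAL PDZ domain. Schedule: 1 h room-temperature incubation prior to read. Signal: fluorescence polarization (mP). Measure: percent inhibition from loss of millipolarization.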
V-ATPase pH = regulators of yeast V-ATPase proton transport. 0.37% of 350,000 active. S. cerevisiae, pHLuorin cytosolic pH fluorescence. response, % at 10 µM; in the data active = response mostly above about 7.3%, no sharp cut-off; inactive = mostly below about 5.4%; note: actives read high; inactives centre near 0; some compounds called inactive have numbers as strong as hits; reference of the scale not given here
Rtt109 Vps75 = inhibitors of Candida albicans Rtt109/Vps75 histone acetyltransferase; 0.16% of 330,000 active; inhibition, % at 34.9 µM; Q5AAJ8; purified Rtt109/Vps75, ThioGlo CoA-SH fluorescence, 4 h;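 active = inhibition of at least 50% in every replicate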
Target sequence (Q5AAJ8 whole entry, looked up): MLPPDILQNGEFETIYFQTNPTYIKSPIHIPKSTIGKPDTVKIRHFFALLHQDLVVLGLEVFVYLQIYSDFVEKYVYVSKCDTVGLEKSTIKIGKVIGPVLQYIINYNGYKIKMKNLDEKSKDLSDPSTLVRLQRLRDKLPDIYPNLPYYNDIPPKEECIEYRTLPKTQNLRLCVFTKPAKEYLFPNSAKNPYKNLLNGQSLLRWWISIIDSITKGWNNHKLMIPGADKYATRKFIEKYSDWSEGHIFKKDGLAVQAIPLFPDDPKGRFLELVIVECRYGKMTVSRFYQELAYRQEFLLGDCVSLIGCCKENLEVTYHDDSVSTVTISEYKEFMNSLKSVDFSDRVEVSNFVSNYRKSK
cardiac RTF act = cardiac RTF calcium sensitization. IANBD-labeled TnC RTF fluorescence at EC20 calcium; 0% EC20 calcium, 100% full calcium. P19429+P45379. 0.24% of 340,000 active. activation, % at 7.2 µM;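 active = activation above the mean over all tested compounds plus 3 SD, cut at about 30% in these data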;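 note: rise in fluorescence read as greater calcium sensitivity of cardiac thin filaments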
Wnt act = activators of Wnt/beta-catenin signaling | Wnt/beta-catenin reporter cell assay, activator, plate reader | activation, % at 9.35 µM | 1.2% of 300,000 active; in the data active = activation above about 30%, passing the limit was not always enough;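 note: 0% = neutral control wells and 100% = positive control wells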
dFosB activator = mouse delta FosB homodimer activation; 0.99% of 340,000 active; P13346; purified delta FosB, TAMRA-CDK5 oligo fluorescence polarization; percent of positive-control signal above neutral wells; AID 493131; activation, % at 25 µM;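 active = mean activation above about 17%, with every replicate also reaching it, limit read from the data, passing the limit was not always enough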;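 note: fluorescence polarization rise as delta FosB binds a TAMRA Cdk5 AP-1 oligo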
* = called active by the depositor; i = inactive; nt = no result given.

SMILES,CDK5 inh,MITF act,CAL PDZ FP-1,Tat transport,CAL PDZ FP-2,V-ATPase pH,Rtt109 Vps75,cardiac RTF act,Wnt act,dFosB activator
CC(C)(C)OC(=O)N[C@@H](Cc1c[nH]c2ccccc12)c1nnc(SCC(N)=O)o1,0.3,nt,-4,-3,22,2,-3,4,-3,-1
O=C1c2ccccc2S(=O)(=O)N1CCS(=O)(=O)c1ccc(F)cc1,0.0,0,1,-3,-1.0,-6,-14,-9,-2,3
Cc1cc(=O)n2c3ccccc3n(CC(O)CN3CCCCC3)c2c1C#N (stereo unspecified),2.2,10,-1,-3,-3.1,5,4,11,nt,-2
Cc1cccc(CN2CCN(C(=O)c3cccc4ccccc34)CC2)c1,-0.6,9,-6,5,-0.1,0,7,-6,-3,-3
O=C(Nc1nc(-c2ccccc2Cl)cs1)c1cccnc1,1.4,8,4,-4,-1.7,1,-3,-2,2,29*
O=C(CC1CCCCC1)NCc1nc(-c2ccccc2)no1,-5.0,-3,-4,-2,-2.5,2,-6,1,4,-9
c1ccc(OCCCCN2CCCCC2)cc1,-0.2,6,nt,4,0.9,0,2,5,-1,-2
CCN(C(=O)COC(=O)CNS(=O)(=O)c1ccc(SC)c([N+](=O)[O-])c1)C1CCCCC1,-1.1,1,-2,-10,-0.3,-4,2,4,-3,-12
O=C(Cc1cccs1)NNC(=O)c1ccc(F)cc1,-0.9,6,-1,7,-2.6,0,-3,-5,-1,0
NC(=O)C1(S(=O)(=O)c2ccccc2)CCCCC1,0.6,-16,-2,-4,0.3,0,-1,-3,-2,-2
O=C(CSc1nnc2ccccn12)Nc1cccc(S(=O)(=O)N2CCOCC2)c1,0.8,-4,nt,-7,-0.4,-5,5,-4,-6,-6
O=C(c1ccc2c(c1)OCCO2)C1CCN(C(=O)c2ccc(F)c(F)c2)CC1,-0.5,-14,1,-1,nt,-2,-1,1,nt,6
O=c1ccc2ccc(Oc3ccc(Cl)cc3[N+](=O)[O-])cc2o1,1.3,-3,-1,0,-0.7,-3,2,6,5,-9
CC(NCc1ccc(S(N)(=O)=O)cc1)C(=O)N1c2ccccc2CC1C (stereo unspecified),-0.6,2,-4,-1,-0.3,0,-23,-4,8,0
COc1ccccc1/C=C/C(=O)NCCC1=CCCCC1,-2.5,48,-5,2,-3.1,4,nt,1,53*,-9
CCCc1cc(C(=O)Nc2cc(OC)c(Cl)cc2OC)no1,0.0,-19,-4,-10,-0.5,-3,-2,3,-1,0
COC(=O)Nc1nc2ccc(SC(C)C)cc2[nH]1,-1.6,9,-2,1,-0.7,0,-4,-4,20,5
CCCS(=O)(=O)N1CCN=C1SCc1ccc(F)cc1,-0.2,-5,-6,-2,-0.8,2,2,-5,2,-2
CCOc1ccc(-c2nc(S(=O)(=O)c3ccccc3)c(N3CCC(C(N)=O)CC3)o2)cc1,-0.6,8,-1,-4,-2.3,3,-11,5,4,-5
C[C@H](NC(=O)OCc1ccccc1)c1nnc([C@H](Cc2ccccc2)NC(=O)OC(C)(C)C)o1,1.4,1,0,8,0.2,1,-2,-5,-3,-15
O=c1cc(-c2ccc(Cl)cc2)nc(N2CCN(c3ccccc3)CC2)[nH]1,1.7,-2,-4,-7,-1.3,-9,-4,0,-3,-13
O=C(c1cc2ccccc2oc1=O)N(c1ccccc1)C1C=CS(=O)(=O)C1 (stereo unspecified),-0.5,4,0,2,-3.4,0,4,2,nt,-1
CCN(CC)S(=O)(=O)c1ccc(O)c(NC(=O)COc2ccc(S(=O)(=O)N3CCOCC3)cc2)c1,-1.3,5,-8,-5,0.1,-2,2,2,44*,-9
CC(C)Cc1nnc(NC(=O)CN2C(=O)C3CCCCC3C2=O)s1 (stereo unspecified),0.3,1,-1,1,-1.7,5,1,0,0,-6
Cc1ccc2c(c1)-c1cc(C)ccc1C2=O,2.8,14,-2,3,0.1,0,-3,1,-2,3
CCOc1ccc(S(=O)(=O)Nc2cccc(C(=O)N(C)CC(=O)Nc3cccc(OC)c3)c2)cc1,2.2,-4,-2,5,-2.0,-3,1,-11,-5,-4
CCN(CC(=O)Nc1c(F)cccc1F)C(=O)c1ccc(=O)n(Cc2ccccc2)n1,-4.0,-3,-4,27,-1.2,-1,-3,-2,-1,0
CSc1ccccc1NC(=O)CN(C)CC(=O)Nc1cccc(Br)c1,-2.8,12,-4,2,-0.9,-1,8,-1,-1,-13
O=C(CC1CCCC1)NCCS(=O)(=O)N1CCN(c2ccccc2F)CC1,0.8,-6,nt,4,-1.2,-1,-6,-3,-1,1
CC(C)(C)OC(=O)N1CCC(C(=O)Nc2ccc(C(=O)N3CCCC3)cc2)CC1,-1.3,-5,-4,1,-4.3,1,4,-5,0,-10

Exported with values under each structure: two of the compounds above.
Every second line gives: CDK5 inh | MITF act | CAL PDZ FP-1 | Tat transport | CAL PDZ FP-2 | V-ATPase pH | Rtt109 Vps75 | cardiac RTF act | Wnt act | dFosB activator
C[C@H](NC(=O)OCc1ccccc1)c1nnc([C@H](Cc2ccccc2)NC(=O)OC(C)(C)C)o1
→ 1.4 | 1 | 0 | 8 | 0.2 | 1 | -2 | -5 | -3 | -15
Cc1ccc2c(c1)-c1cc(C)ccc1C2=O
→ 2.8 | 14 | -2 | 3 | 0.1 | 0 | -3 | 1 | -2 | 3

Following part
SMILES,CDK5 inh,MITF act,CAL PDZ FP-1,Tat transport,CAL PDZ FP-2,V-ATPase pH,Rtt109 Vps75,cardiac RTF act,Wnt act,dFosB activator
COC(=O)[C@H](CCSC)NC(=O)NCc1cccs1,-0.4,-1,nt,6,-0.7,0,13,-4,nt,-2
[O-]/C(=C(\C(=S)NCc1ccccc1)[n+]1ccccc1)c1ccc(Cl)cc1,0.1,-2,1,1,-1.0,0,1,nt,-1,-11
O=c1[nH]cnc2c1c(-c1ccccc1)cn2-c1ccc(Br)cc1,0.2,8,-1,-10,-6.2,1,2,-2,-1,-2
COc1ccc(SCCN2CC[C@@H](C(C)(C)C)CCC2=O)cc1,-0.9,18,-3,24,0.4,1,1,-1,0,-5
CC1Cc2ccccc2N1C(=O)C1CC(=O)N(c2ccccc2)C1 (stereo unspecified),0.6,-6,-4,-11,-2.1,4,1,-1,12,5
COc1ccc(CC(=O)Nc2ccc(-c3noc(-c4cccc(OC)c4)n3)cc2)cc1,0.7,1,0,-7,0.4,4,17,-3,-2,5
CN=C(Nc1ccc(C)c(C)c1)SC1CC(=O)N(c2ccc(OC)cc2)C1=O (stereo unspecified),-1.0,-2,-2,3,-1.2,0,10,-12,-2,-7
CCC1(C)N([O-])C(C)=C(c2ccccc2)[N+]1=O (stereo unspecified),1.9,10,nt,-6,-0.7,-4,5,-5,nt,-3
N#Cc1ccsc1NC(=O)CN1C(=O)NC2(CCCCC2)C1=O,0.8,7,-9,1,0.0,-3,2,-1,-2,1
CCCCn1c(N)c(N(CCOC)C(=O)c2c(-c3ccccc3)noc2C)c(=O)[nH]c1=O,-0.6,-4,3,-9,-1.9,-1,-4,-3,-1,-5
CC(NC(=O)CSc1n[nH]c(N)n1)c1ccccc1 (stereo unspecified),0.7,-8,0,5,-1.2,-3,-10,-6,-1,-2
Cc1cccc(NC(=O)CSc2nnc(-c3n[nH]c4ccccc34)o2)c1,1.1,15,-7,3,-1.1,-4,18,6,4,9
c1ccc(N2CCN(c3ncccn3)CC2)cc1,2.2,14,8,4,-1.0,-6,19,-3,nt,2
COc1ccc(NC(=O)Cn2cc(S(=O)(=O)Cc3ccccc3)c3ccccc32)c(OC)c1,-0.8,0,0,1,0.9,2,-3,1,-3,-15
COc1ccc(N2CCN(S(=O)(=O)CCNC(=O)COc3ccccc3C)CC2)cc1,-0.6,3,nt,8,-0.3,-3,-4,-10,-2,-18
Cc1ccc(C(=O)CCC(=O)N2CCN(c3ccccc3O)CC2)cc1,-2.1,4,-1,-9,-3.6,11*,4,7,0,-8
O=C(Nc1ccccc1)C1C2CCCCC21 (stereo unspecified),-3.4,nt,-3,15,-2.5,1,1,2,2,4
CCN(CC)CCCNC(=O)C1c2ccccc2C(=O)N1Cc1ccc(C)cc1 (stereo unspecified),-1.9,-2,3,1,-0.1,-1,-7,5,3,-2
Cn1c(=O)cc(OCC(=O)NCCCN2CCN(Cc3ccccc3)CC2)c2ccccc21,0.9,-1,39*,2,-0.2,0,-3,1,0,-6
Cc1ccc(S(=O)(=O)c2c(N)n(CCCO)c3nc4ccccc4nc23)cc1,1.3,-2,0,-3,-1.1,0,i,9,nt,-1
Cc1ccc(-n2cc3c(-c4cccc(Br)c4)nnc(C)c3n2)cc1,-0.4,nt,-5,8,-9.0,-1,-4,2,-4,-22
c1ccc(-c2noc(CC3CCCCC3)n2)nc1,3.2,73,10,2,0.1,5,-3,-2,13,-10
CCc1ccc(C(=O)COC(=O)CNC(=O)Cc2ccccc2)cc1,-0.7,4,-1,18,-4.2,-2,13,0,-1,-1
Cc1ccc(C)c(S(=O)(=O)N2CCN(Cc3ccc(O)c4ncccc34)CC2)c1,-0.6,-74,nt,1,-0.5,4,6,3,-6,-11
Cc1cccc(/C(N)=N/OC(=O)c2ccc(Cl)cc2Cl)c1,-0.8,7,0,-4,-2.2,4,6,9,6,-11
Cn1c(=O)[nH]c(=O)c2c1nc(SCC(=O)O)n2CCOc1ccccc1,-0.5,1,-2,-9,-0.9,-2,-10,2,-2,2
N#Cc1ccc(OCC(=O)OCC(=O)Nc2sccc2C(N)=O)cc1,0.0,-4,nt,-5,-1.8,-6,8,-4,16,0
O=C(Nc1ccccc1C(=O)N1CCCC1)C1COc2ccccc2O1 (stereo unspecified),0.6,-4,5,-5,-0.6,-4,5,1,0,-10
CN1CCN(/N=C2/C(=O)Nc3ccc([N+](=O)[O-])cc32)CC1,-2.6,6,-1,-11,-2.5,3,21,-2,0,2
CC1CCN(S(=O)(=O)CCNC(=O)c2ccc3c(c2)OCO3)CC1,2.1,-2,5,-8,-1.1,0,-13,-2,0,0
Nc1nc(SCC(=O)Nc2ccc([N+](=O)[O-])cc2)[nH]c(=O)c1NC(=O)c1ccc(Br)cc1,0.8,2,-3,6,-1.7,0,4,-5,-2,50*
CCOC(=O)C1CCCN(C(=O)c2ccc(C)c([N+](=O)[O-])c2)C1 (stereo unspecified),0.0,12,-5,-3,-0.1,1,1,0,4,-5
Cc1cc(C)n2nc(SCC(=O)c3ccccc3)nc2n1,1.8,15,1,0,-3.1,0,nt,-3,-2,-6
Cc1cc(NC(=O)C2CCCCC2)n(-c2nc3ccccc3[nH]2)n1,0.5,-6,-1,0,-3.6,2,-2,-1,nt,-15
COc1cccc(-c2nn(-c3ccccc3)cc2C(=O)Nc2nccs2)c1,0.7,20,-1,-2,-2.6,10,7,3,nt,7
Cc1ccc(S(=O)(=O)NCc2ccccc2)cc1C(=O)N(C)CC(=O)Nc1c(Cl)cccc1Cl,0.4,-4,-1,10,-1.4,nt,10,-6,-2,-3
O=C(NCc1ccccc1)C1Cc2ccccc2CN1C(=O)c1ccco1 (stereo unspecified),-1.5,-1,-3,5,-0.7,-4,6,2,-2,1
